# Screens: PubChem, several laboratories
# NPY-Y2 PAM-ag: potentiators or agonists of human neuropeptide Y receptor Y2. cells expressing NPY-Y2, potentiator/agonist read-out. P49146. activation, % at 3.6 µM. 0.45% of 220,000 active; in the data active means activation above about 27%;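 further: cells stimulated with NPY near EC25 plus isoproterenol at EC100; 0% = vehicle plus submaximal agonist and 100% = vehicle plus saturating agonist; some results beyond the cut were filed as inactive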
# Target sequence (P49146 whole entry, looked up): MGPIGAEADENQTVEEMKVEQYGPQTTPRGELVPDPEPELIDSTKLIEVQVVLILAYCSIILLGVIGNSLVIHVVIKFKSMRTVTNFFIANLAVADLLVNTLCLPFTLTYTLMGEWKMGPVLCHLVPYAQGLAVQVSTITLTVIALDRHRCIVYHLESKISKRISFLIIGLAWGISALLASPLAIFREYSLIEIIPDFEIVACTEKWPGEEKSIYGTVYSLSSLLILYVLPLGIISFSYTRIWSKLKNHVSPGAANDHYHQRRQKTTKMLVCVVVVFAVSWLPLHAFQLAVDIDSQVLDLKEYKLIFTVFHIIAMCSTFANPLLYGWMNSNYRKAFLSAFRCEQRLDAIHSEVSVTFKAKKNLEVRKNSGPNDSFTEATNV
# NPY1 pot ag: potentiates or activates human NPY-Y1 receptor; P25929; NPY-Y1 expressing cells, potentiator/agonist activation; activation, % at 3.6 µM; 0.37% of 220,000 active; in the data active means activation above about 33%, passing the limit was not always enough;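 further: cells stimulated with NPY at EC10 then isoproterenol at EC100; 0% = low agonist plus stimulus and 100% = saturating agonist plus stimulus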
# Target sequence (P25929 whole entry, looked up): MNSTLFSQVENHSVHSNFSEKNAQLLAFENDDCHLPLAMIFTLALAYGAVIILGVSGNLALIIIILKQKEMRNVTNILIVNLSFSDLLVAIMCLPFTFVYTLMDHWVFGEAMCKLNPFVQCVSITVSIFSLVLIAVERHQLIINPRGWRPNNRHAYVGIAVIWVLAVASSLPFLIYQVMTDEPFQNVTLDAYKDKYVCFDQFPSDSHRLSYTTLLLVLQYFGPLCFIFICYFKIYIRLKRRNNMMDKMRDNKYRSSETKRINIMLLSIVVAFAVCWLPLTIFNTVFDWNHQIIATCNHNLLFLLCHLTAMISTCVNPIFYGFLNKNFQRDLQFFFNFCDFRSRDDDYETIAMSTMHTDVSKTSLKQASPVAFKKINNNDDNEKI
# S1P4 agonist: activates the human S1P4 receptor; 0.35% of 220,000 active; S1P4-expressing cell line, agonist reporter assay; activation, % at 4.98 µM; AID 1509; in the data active means activation above about 11%;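 further: 0% = DMSO vehicle and 100% = reference agonist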
# EP2 mod: EP2 receptor (human) modulation; induction, % at 25 µM; AID 940; EP2-expressing cells, cAMP HTRF FRET, PGE2 co-stimulation; 0.83% of 260,000 active; P43116;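 active means compounds whose cAMP rise, as percent of the full-agonist control response, exceeds 60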;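 further: rat C6 glioma line stably carrying human EP2 under a CMV promoter; the protocol text gives 20 µM as final concentration; 100% = response of wells given 1 µM PGE2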
# Target sequence (P43116 whole entry, looked up): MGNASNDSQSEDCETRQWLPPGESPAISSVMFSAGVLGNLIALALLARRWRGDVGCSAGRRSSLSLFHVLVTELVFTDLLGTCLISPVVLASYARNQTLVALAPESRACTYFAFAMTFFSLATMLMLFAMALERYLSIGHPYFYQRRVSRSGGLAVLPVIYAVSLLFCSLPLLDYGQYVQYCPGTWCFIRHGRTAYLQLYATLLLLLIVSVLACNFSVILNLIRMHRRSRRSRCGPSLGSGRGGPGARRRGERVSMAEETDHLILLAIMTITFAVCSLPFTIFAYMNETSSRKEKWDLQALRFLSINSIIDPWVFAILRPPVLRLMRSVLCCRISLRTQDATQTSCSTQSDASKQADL
# S1P4 antagonist: blocks the human S1P4 receptor | inhibition, % at 4.98 µM | 0.26% of 220,000 active | S1P4-expressing cells, antagonist mode, reporter read-out | O95977; in the data active means inhibition above about 29%;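 further: 0% = wells stimulated with agonist and 100% = vehicle wells without agonist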
# CHOP inhibitor: CHOP inhibition in unfolded protein response; CHO-K1 CHOP-promoter luciferase, tunicamycin-induced, 15-18 h; inhibition, % at 10 µM; 3.8% of 220,000 active;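 active means compounds that reduced the stress-induced luciferase reporter signal by more than about 70% of percent inhibition, limit read from the data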;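 further: 0% = tunicamycin plus vehicle and 100% = wells without tunicamycin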
# zfTRPN1 agonist: activates the zebrafish TRPN1 channel. HEK293 zebrafish TRPN1-YFP, Fluo-8 calcium fluorescence; 100% = response to 87 µM carbachol. activation, % at 3 µM. 0.18% of 220,000 active. AID 1424;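 active means activation above its plate's cutoff, the mean activation of test wells on that plate plus 3 SD, cut at about 19% in these data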;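 further: 0% = DMSO alone and 100% = 87 µM carbachol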
#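 Assay system: Zebrafish TRPN1-YFP in HEK293 cells | Incubation: Dye loading 1 h at 37 °C, then 30 min room temperature | Measured by: Kinetic Fluo-8 fluorescence, ex 470-495, em 515-575 nm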
# NPY Y1 blocker: NPY-Y1 (human) receptor antagonism; P25929; HEK293-CNG Y1 cells, membrane potential fluorescence; NPY at EC95, then isoproterenol; inhibition, % at 3.6 µM; 1% of 200,000 active;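 active means inhibition above the campaign mean inhibition of all tested compounds plus 3 SD, cut at about 20% in these data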;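 further: 0% = DMSO wells given NPY plus isoproterenol and 100% = isoproterenol alone without NPY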
#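 Assay system: HEK293 cells with Y1 receptor plus CNG channel | Probe or stimulus: NPY (25 nM), isoproterenol (1 µM), Ro 20-1724 (25 µM) | Timing: Compound incubation 1 h at room temperature, readout 45 min post-stimulation | Measured by: Membrane-potential fluorescent dye readout | Benchmarks: High control isoproterenol alone, low control NPY with isoproterenol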
# TRPML3 ag: human mucolipin-3 channel agonism; 0.29% of 220,000 active; HEK293 TRPML3-YFP, Fluo-8 calcium fluorescence; 100% = the carbachol control signal; activation, % at 3 µM; Q8TDD5;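 active means activation above its plate's cutoff, the mean activation of the plate's test wells plus 3 SD, cut at about 12% in these data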;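 further: 0% = DMSO only wells and 100% = carbachol wells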
#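 Test system: HEK293 cells stably carrying human TRPML3-YFP; Doses: single dose, 3 µM final nominal compound, 0.3% DMSO final; Schedule: dye loading 1 h 37 °C then 30 min ambient, 125 s read; Technique: Fluo-8 calcium fluorescence; Benchmarks: high control carbachol 87 µM, low control DMSO.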
# Numbers without * were called inactive; nt = not tested or not shown; & = joins results of further samples.
SMILES,NPY-Y2 PAM-ag,NPY1 pot ag,S1P4 agonist,EP2 mod,S1P4 antagonist,CHOP inhibitor,zfTRPN1 agonist,NPY Y1 blocker,TRPML3 ag
CCCCNC(=O)NC(C(N)=O)P(=O)(OCC)OCC (configuration not stated),7,6,1.7,-19,-10,6,0.1,nt,0.6
C=Cc1ccc(Cn2c(C(=O)O)c(C=O)c3ccccc32)cc1,5,-16,-0.7,31,-10,16,-0.3,6,0.2
CCn1c(O)c(C=Nc2cc(Cl)ccc2Cl)c(=O)n(CC)c1=O,-1,8,1.1,46,-12,25,0.9,6,1.2
COc1cccc(CCNCc2c(F)cccc2F)c1,4,-8,0.3,27,-10,6,0.5,-2,-0.3
CC1(C)C2([N+](=O)[O-])CNCC1([N+](=O)[O-])CNC2,14,-8,0.8,57,4,23,0.8,-2,0.4
CC(=NCCN1CCCCC1)c1c(O)n(-c2ccc(Cl)cc2)c(=O)[nH]c1=O,0,3,-0.3,5,1,28,-0.5,-2,0.0
CCCCOc1ccc(CCN)cc1Cl,7,-21,0.7,-58,4,-33,-2.4,10,0.7
CC(C)n1c(O)c(C=NCc2ccccc2)c(=O)[nH]c1=S,4,3,0.9,16,-1,21,0.6,nt,0.5
O=C(COc1ccc2ccccc2c1)N1CCN(Cc2ccncc2)CC1,6,-27,-4.6,-83&-32,-6,30,0.2,1,0.6
Cc1cccc(NC(N)=S)c1,9,19,0.3,13,12,10,0.7,0,0.9
CCCC(=O)NC(Oc1ccc(Cl)cc1Cl)C(Cl)(Cl)Cl (configuration not stated),2,-18,1.2,-11,1,-28,-0.7,1,0.1
COC(=O)[C@@]1(Cc2ccc(F)cc2)[C@H]2c3cc(C(=O)N(C)C)[nH]c3C[C@H]2CN1C(=O)c1ccccc1,11,-32,1.6,25,10,48,1.5,-4,1.2
C=CCN(CC=C)C(=O)Nc1ccc(OCC)cc1,-13,0,-1.7,-12,-8,-8,-0.2,2,0.0
CCN(CC)C(=O)c1ccc(NC(=O)c2cccc(F)c2)cc1,-3,18,0.1,2,-15,8,-0.7,0,0.7
CC(=NCC1CCCO1)c1c(O)n(C2CCCCC2)c(=O)[nH]c1=O (configuration not stated),-3,-5,-0.6,1,15,-6,1.4,nt,1.0
O=[N+]([O-])c1ccc(C2[C@H]3C(c4ccccc4)=NC4(CCCC4)N23)cc1 (some centres not stated),-12,-6,2.3,21,-5,9,-0.2,9,1.3
Cc1nn(Cc2ccccc2)c(C)c1C(=O)NCc1ccccc1F,-2,-3,-0.3,19,-3,-1,-0.3,12,0.1
CCc1c(C)nc(N)nc1N1N=C1SC(C(C)=O)C(C)=O,-1,17,0.1,-10,14,-10,-0.8,3,0.2
CN1CCN(c2c(N)c(=O)oc3ccccc23)CC1,10,-3,-1.9,16,-11,28,1.2,-1,0.9
CCCCn1c(O)c(C(C)=NCCCN(CC)CC)c(=O)[nH]c1=O,-15,9,-1.6,2,7,36,0.4,1,0.5
COc1cc2[nH]c(=O)n(-c3ccccc3)c(=O)c2cc1OC,-3,-2,-3.4,19,-12,-2,-0.7,1,0.5
CN1CCN(/N=C/c2c(O)n(C)c(=O)n(C)c2=O)CC1,-4,-8,1.9,-11,-30,7,1.7,2,0.9
CCN1CCN(c2nc3ccccc3s2)CC1,2,5,0.2,5,-4,-21,2.0,5,1.8
CC(C)OCCCNC(=O)c1c(N)n(CC2CCCO2)c2nc3ccccc3nc12 (configuration not stated),0,5,1.7,nt,-14,nt,-1.5,25*,1.0
CCCC(=O)Nc1cc(C(=O)N2CCC3(CC2)OCCO3)ccc1S(=O)(=O)c1ccc(C)cc1,1,12,-0.1,5,-7,12,0.0,3,-0.4

# 4 compounds drawn at random from those above, as already listed:
SMILES,NPY-Y2 PAM-ag,NPY1 pot ag,S1P4 agonist,EP2 mod,S1P4 antagonist,CHOP inhibitor,zfTRPN1 agonist,NPY Y1 blocker,TRPML3 ag
CCCCn1c(O)c(C(C)=NCCCN(CC)CC)c(=O)[nH]c1=O,-15,9,-1.6,2,7,36,0.4,1,0.5
CN1CCN(/N=C/c2c(O)n(C)c(=O)n(C)c2=O)CC1,-4,-8,1.9,-11,-30,7,1.7,2,0.9
CC(=NCC1CCCO1)c1c(O)n(C2CCCCC2)c(=O)[nH]c1=O (configuration not stated),-3,-5,-0.6,1,15,-6,1.4,nt,1.0
CC(C)OCCCNC(=O)c1c(N)n(CC2CCCO2)c2nc3ccccc3nc12 (configuration not stated),0,5,1.7,nt,-14,nt,-1.5,25*,1.0

# (list continues)
SMILES,NPY-Y2 PAM-ag,NPY1 pot ag,S1P4 agonist,EP2 mod,S1P4 antagonist,CHOP inhibitor,zfTRPN1 agonist,NPY Y1 blocker,TRPML3 ag
COc1cc(/C=N/n2cnnc2)ccc1OC(=O)N(C)C,-5,-2,-1.3,15,6,-19,-0.1,1,0.6
CC1(C)CN=C(Nc2ccccc2C(F)(F)F)S1,3,-1,1.1,12,12,6,3.2,1,0.4
COc1ccc(NC2=NC(C)(C)CS2)cc1,-3,8,-1.6,-4,-2,1,-0.7,4,1.0
COc1ccc(OCC#CCN2CCCCCC2)cc1,1,-2,-0.5,12,-7,8,-0.2,2,-0.7
O=C(O)Cn1cc(C(=O)c2ccccc2)c2ccccc21,-9,-16,1.1,32&-32,-27,33,-0.9,-6,0.4
COc1ccccc1N1CCN(Cc2c(F)cccc2F)CC1,10,4,0.2,15,-4,31,-0.7,3,-0.5
CCn1c(O)c(C(c2ccccn2)c2c(O)n(CC)c(=S)[nH]c2=O)c(=O)[nH]c1=S,1,8,0.7,-15&6,-14,4,1.0,5,0.2
Cc1cc(C=C2C(=O)NC(=O)NC2=O)c(C)n1-c1ccc2c(c1)OCO2,-2,0,0.4,4,0,1,0.9,0,0.3
CSC(=Nc1ccccc1)c1c(O)n(C)c(=O)n(C)c1=O,-6,-15,-0.2,0,-7,nt,2.1,4,0.3
CC1=CC(=Cc2sc3ccccc3[n+]2C)C=C(C)O1,1,6,0.2,-26,7,-16,-0.3,7,0.5
CCNC(=O)NC(=O)C(C)OC(=O)c1c(C)nn(Cc2ccccc2Cl)c1Cl (configuration not stated),8,10,31*,26,-41,26,-1.5,6,-0.4
CCCCC(=O)N/N=C/c1c(O)n(C2CC2)c(=S)[nH]c1=O,3,3,-1.6,24,-13,43,1.2,3,1.3
CC(C)NC(C)C(=O)C12CC3CC(CC(C3)C1)C2 (configuration not stated),0,-6,1.0,18,-8,7,-0.3,2,0.5
O=c1[nH]c(=S)n(C2CC2)c(O)c1C=NCC1CCCO1 (configuration not stated),-8,-18,0.3,11,12,8,0.3,nt,-0.4
Cc1nn(Cc2ccccc2)c(Cl)c1C(=O)OCC(=O)N1CCCC1,11,13,1.2,-2,-2,6,0.7,1,0.8
CN(C)CC1CSCCC1(O)c1ccccc1Cl (configuration not stated),0,-9,-1.0,5,1,7,1.8,1,1.4
O=C(Cc1ccccc1)N1CCN(C2CCCCCC2)CC1,-19,-15,-3.1,-40,-11,-4,-1.1,1,0.1
CC(/C=C(\C)Nc1ccccc1)=Nc1ccccc1,3,2,-2.1,29,-15,1,0.3,3,-0.3
COc1cc(/C=C2\C(=O)NC(=O)N(CCc3ccc(F)cc3)C2=O)ccc1O,3,4,1.0,-5,-17,14,0.9,-5,1.5
C[C@H]1CCCC(=O)CCCCCc2cc(O)cc(O)c2C(=O)O1,3,12,0.3,25,-9,21,0.0,-1,1.0
Cc1cc(N)n(C2CCN(C)CC2)n1,6,2,2.8,17,-7,-31,0.3,0,-0.1
CC(C)CN(C(=O)CN1CC=C(c2ccccc2)CC1)c1c(N)n(CC(C)C)c(=O)[nH]c1=O,-2,-1,0.8,-13,-7,25,0.8,1,0.8
O=C(c1ccco1)C12CN3CN(CN(C3)C1)C2,-4,-7,0.6,9,2,0,0.6,7,1.6
CCC(C)n1c(O)c(C=NC(C)c2ccccc2)c(=O)[nH]c1=S (configuration not stated),-11,-2,-0.3,10,-10,-8,-2.2,nt,-1.1
CN1CCN(c2ccc([N+](=O)[O-])c(N3CCCCC3)c2)CC1,13,15,-0.6,-26,-8,-3,0.1,0,0.8

# Following part
SMILES,NPY-Y2 PAM-ag,NPY1 pot ag,S1P4 agonist,EP2 mod,S1P4 antagonist,CHOP inhibitor,zfTRPN1 agonist,NPY Y1 blocker,TRPML3 ag
CCOC(=O)c1ccc(N=C(CC)c2c(O)n(C)c(=O)n(C)c2=O)cc1,10,-8,-0.6,-14,-1,3,0.2,nt,0.6
O=c1[nH]cc(COCC(F)(F)C(F)(F)C(F)(F)F)c(=O)[nH]1,1,3,3.2,-1,3,9,1.2,3,0.7
CCOC(=O)N(c1ccccc1)P1(=S)OCC(C)O1 (configuration not stated),0,-14,1.2,23,-11,41,0.6,1,0.2
Oc1ccc(/C=N/NP(=S)(c2ccccc2)c2ccccc2)c(O)c1O,-3,-6,-1.9,-40,11,1,-0.2,-4,-0.5
Cc1ccc(CC2C(=O)N(C)C(=O)N(C)C2=O)s1,-7,-21,1.1,-31,-8,1,-0.1,-1,-0.4
FC(F)(F)c1ccc2c(c1)NP(=S)(N1CCOCC1)c1nccn1-2 (configuration not stated),15,21,-0.4,-24,-6,6,-1.5,-2,-0.1
O=c1[nH]c(=O)n(C2CCCCC2)c(O)c1/C=C/C=Nc1ccccc1,14,33,-0.1,28,-5,100*,5.9,nt,4.2
Cc1cccc(N2C(=O)NC(=O)/C(=C\c3cnc(-c4ccccc4)nc3)C2=O)c1,-3,-8,1.5,22,-4,-8,1.3,1,0.4
CSc1ncc(Cl)c(C(=O)O)n1,3,18,0.9,16,-11,-4,-1.0,4,0.6
CCCCCn1c(N)c(C(=O)NCc2cccs2)c2nc3ccccc3nc21,-18,-9,-0.4,59,-6,68,0.2,8,0.3
COc1ccc(N2C(=O)CC(N3CCC(n4c(=O)[nH]c5ccccc54)CC3)C2=O)cc1 (configuration not stated),7,13,0.8,16,-11,6,3.0,0,0.2
CCCCn1c(O)c(C(C)=NCCc2c[nH]c3ccccc23)c(=O)[nH]c1=O,0,16,-0.4,-30,-1,19,2.3,nt,-1.2
CCc1ccc(C(=O)C23CN4CN(CN(C4)C2)C3)cc1,10,7,-3.5,5,-3,1,0.3,-3,0.8
CN(C)[C@@H]1C(=O)C(C(N)=O)=C(O)[C@@]2(O)C(=O)C3=C(O)c4c(O)ccc(Cl)c4[C@@](C)(O)C3C[C@@H]12 (some centres not stated),-6,1,0.7,17,-9,2,1.5,-3,0.3
NC1=Nc2ccccc2Oc2ccccc21,-2,4,2.3,0,-3,-12,-0.5,0,-0.2
CN1CCN(Cc2nc3ccccc3c(=O)[nH]2)CC1,-15,-8,-0.2,-15,3,-7,-0.4,4,-0.2
O=C(C(=O)N1CCOCC1)c1cn(Cc2c(F)cccc2Cl)c2ccccc12,-7,-4,0.9,-10,-23,0,0.6,1,1.4
C=CCn1c(O)c(C(C)=NCc2cccnc2)c(=O)[nH]c1=O,0,-1,-1.9,-6,-14,23,0.3,-3,0.6
Cc1cccc(-n2c(-c3ccccc3)nc3ccccc3c2=O)n1,-10,-1,0.8,25,11,14,0.5,-1,0.5
Cc1cccnc1-n1c(-c2ccco2)nc2ccccc2c1=O,13,1,1.0,33,0,11,-0.1,-4,-0.1

# This is a subset. The share of hits here may be higher or lower than overall.
